Bioassay records from PubChem.
LEDGF integ inh: blocks HIV-1 LEDGF/p75-dependent DNA integration | TR-FRET IN-LEDGF/p75 DNA integration, Eu/Cy5 | inhibition, % at 3.7 µM | hit rate 0.64% among 370,000 | AID 743269;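 active means inhibition above the screen-wide mean plus 3 SD, cut at about 13% in these data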;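 further: signal is the Cy5 over europium emission ratio at 671 and 618 nm; 0% = plate median of compound wells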
mABHD4 FP: inhibits mouse alpha/beta hydrolase domain 4. Q8VD66. purified mABHD4, FP-Rh probe fluorescence polarization. inhibition, % at 8.92 µM. hit rate 0.54% among 370,000. AID 720543;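 active means inhibition exceeding the mean over every tested compound plus 3 SD, cut at about 30% in these data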;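 further: 0% = plate median of compound wells and 100% = S159A mutant with DMSO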
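Test system: mouse ABHD4 enzyme, wild type. Reagent: FP-Rh fluorescent activity-based probe, added after compound pre-incubation. Timing: pre-incubation 45 min, probe exposure 60 min, at 25 °C. Technique: FP readout, ex 525 nm / em 598 nm. Benchmarks: high control S159A mutant with DMSO, low control median of compound wells.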
HTRA1 inh: HTRA1 (human) protease inhibition; hit rate 0.5% among 340,000; inhibition, % at 5.96 µM; Q92743; recombinant HTRA1, FP-rhodamine activity-based probe, fluorescence polarization; in the data active means inhibition above about 36%;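 further: 0% = enzyme with DMSO and 100% = wells lacking enzyme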
TCR CD3 inh: blocks the human TCR-CD3 interaction. TAMRA-labeled TCR probe fluorescence, biochemical. inhibition, % at 9.4 µM. hit rate 0.37% among 360,000; in the data active means inhibition above about 19%;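 further: recombinant mutant TCR 2C K166C tagged with TAMRA read by polarization; 0% = receptor in buffer alone and 100% = receptor with positive control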
MBD2 inh: inhibitors of human MBD2 binding to methylated oligonucleotide | TR-FRET | Q9UBB5 | hit rate 0.31% among 370,000 | inhibition, % at 4.4 µM; in the data active means inhibition above about 13%
Target sequence (Q9UBB5 whole entry, looked up): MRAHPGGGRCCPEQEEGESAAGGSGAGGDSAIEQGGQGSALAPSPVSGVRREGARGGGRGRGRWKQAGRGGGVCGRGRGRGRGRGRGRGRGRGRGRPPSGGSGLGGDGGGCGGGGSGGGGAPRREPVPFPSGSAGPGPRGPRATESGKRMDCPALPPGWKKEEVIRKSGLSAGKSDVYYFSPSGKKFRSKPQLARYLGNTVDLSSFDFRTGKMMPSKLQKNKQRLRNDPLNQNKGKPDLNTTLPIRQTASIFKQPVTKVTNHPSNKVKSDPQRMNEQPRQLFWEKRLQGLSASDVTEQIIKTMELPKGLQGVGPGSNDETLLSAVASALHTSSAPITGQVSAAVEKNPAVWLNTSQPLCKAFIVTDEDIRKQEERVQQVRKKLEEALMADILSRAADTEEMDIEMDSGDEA
PG9 binder: PG9 antibody binding by small molecule; hit rate 0.43% among 360,000; AID 624416; inhibition, % at 6.7 µM; TR-FRET gp120-PG9 antibody binding; in the data active means inhibition above about 8.5%
PRMT1 FP inh: PRMT1 (human) inhibition, primary screen; Q99873; inhibition, % at 2.79 µM; recombinant PRMT1, activity-based probe fluorescence polarization; hit rate 1.3% among 370,000;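 active means inhibition above about 21% made by adding two undisclosed values, limit read from the data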
Target sequence (Q99873 whole entry, looked up): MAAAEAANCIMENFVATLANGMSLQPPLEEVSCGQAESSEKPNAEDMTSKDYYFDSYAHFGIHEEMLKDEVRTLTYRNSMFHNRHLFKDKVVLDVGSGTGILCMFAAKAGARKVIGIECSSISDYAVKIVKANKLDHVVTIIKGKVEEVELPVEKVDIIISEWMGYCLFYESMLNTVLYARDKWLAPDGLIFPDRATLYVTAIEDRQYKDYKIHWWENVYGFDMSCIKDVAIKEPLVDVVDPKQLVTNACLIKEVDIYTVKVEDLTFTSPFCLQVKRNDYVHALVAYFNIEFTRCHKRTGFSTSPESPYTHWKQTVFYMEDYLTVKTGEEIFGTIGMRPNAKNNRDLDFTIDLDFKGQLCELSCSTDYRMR
rCAG RNA binder: binds r(CAG) RNA repeats. hit rate 1.3% among 370,000. inhibition, % at 3 µM. AID 651821. r(CAG) RNA repeat, TO-PRO-1 dye displacement fluorescence;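 active means inhibition above the plate cutoff, the mean of all test compounds on that plate plus 3 SD, cut at about 35% in these data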;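 further: 0% = DMSO alone and 100% = 100 µM mitoxantrone as full dye displacement; higher means more dye released from RNA so lower well fluorescence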
UHRF1 binding: human UHRF1 methylated DNA binding inhibitors; UHRF1 binding to methylated oligo, TR-FRET; inhibition, % at 4.4 µM; hit rate 0.75% among 370,000; AID 687016; in the data active means inhibition above about 21%;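 further: UHRF1 SRA domain binding a hemimethylated CpG hairpin DNA probe; 0% = median of test compound wells and 100% = reference inhibitor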
Rev-erbA mod: modulates human Rev-erb alpha binding to DNA. P20393. AID 1259318. hit rate 0.79% among 370,000. activity, % at 10 µM. Rev-erbα–FITC-DNA binding, fluorescence polarization, 90 min;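 active means activity above about 14%, limit read from the data; passing the limit was not always enough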;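 further: 0% = DMSO wells with 35 nM protein and 100% = DMSO wells with 750 nM protein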
* = called active by the depositor; x = no result given. The list is partial, so the mix of outcomes need not match the whole.

SMILES	LEDGF integ inh	mABHD4 FP	HTRA1 inh	TCR CD3 inh	MBD2 inh	PG9 binder	PRMT1 FP inh	rCAG RNA binder	UHRF1 binding	Rev-erbA mod
CCOc1ccc(N(CC)S(=O)(=O)c2ccc3c(c2)n(C)c(=O)c(=O)n3C)cc1	3	-8	1	-3	5	2.0	3	2	6	7
O=C(NNc1ccccc1Br)C(O)(c1cccc(C(F)(F)F)c1)c1cccc(C(F)(F)F)c1	6	-61	-29	2	2	-4.3	0	4	0	-2
COc1ccc(Cc2noc(CN(C)Cc3cccc(-n4cccn4)c3)n2)cc1OC	0	-1	-5	4	4	-2.6	-1	-6	-1	7
O=C(Nc1ccc(Cl)c(S(=O)(=O)N2CCOCC2)c1)c1cc(-c2ccccn2)nc2ccccc12	-2	-2	-45	-4	-3	-2.6	5	4	1	0
O=C(Nc1ccc2c3c(cccc13)CC2)c1cccc([N+](=O)[O-])c1	3	5	0	3	0	-1.8	-1	5	0	-9
O=[N+]([O-])c1cccc(-c2ccc(/C=N/NC(=S)NCc3ccco3)o2)c1	-2	7	3	-4	-5	-0.4	2	22	-1	3
C(=C\c1ccccc1)/CN1CCN(C(c2ccccc2)c2nnnn2C2CCCCC2)CC1 (stereo unspecified)	4	-2	x	-4	-1	0.7	3	3	1	2
CCOc1ccc2c(c1)-c1c(ssc1=S)C(C)(C)N2C	1	19	32	0	0	-2.5	19	6	-6	5
O=C(O)CCC(=O)Nc1sc2c(c1C(=O)Nc1cccc3ccccc13)CCCCC2	5	12	20	-1	-1	-2.5	24*	43*	-10	3
COC(=O)c1ccccc1S(=O)(=O)N1CCC(C(=O)OCc2cccc(OC)c2OC)CC1	1	-9	-10	-9	-4	-0.7	4	-5	1	5
O=C(N[C@H](CO)Cc1ccccc1)c1ccco1	0	4	-3	0	0	-0.2	2	2	1	-6
CCOC(=O)c1ccc(-c2ccc(CO)o2)cc1	0	3	-8	-1	0	-1.6	9	7	-1	-3
CC1(C)CC(=O)C(Sc2ccccc2C(=O)O)=C(O)C1	2	-6	2	-13	6	2.3	4	-1	4	5
CC(=O)NCCc1nc2ccccc2n1Cc1cc(C)ccc1C	-6	-1	1	-8	1	-1.0	2	2	0	7
CC1(C)CC(=O)C2=C(C1)N(Cc1ccco1)C(=O)NC2(C(F)(F)F)C(F)(F)F	-1	7	-5	0	2	-1.8	0	-4	-2	0
Oc1ccc(/C=N/N(Cc2ccccc2)c2ccccc2)c(O)c1O	1	34*	68*	10	0	-0.5	8	38*	-2	-6
Cc1cccc(C(=O)NCC(=O)N2CCN(S(=O)(=O)c3cc(C)ccc3C)CC2)c1	1	-3	-2	-5	-2	-0.1	1	-3	4	-1
CC(=Nc1ccc(C)cc1C)c1sc2ccccc2c1O	4	20	-18	-2	-1	-0.2	27*	-1	1	0
COC(=O)C1CCN(C(=O)c2ccc(NC(C)=O)cc2)CC1	0	4	5	7	-4	-1.6	1	-1	0	-3
O=C1CCC(C(=O)N2CCCCCC2)CN1CCc1ccc(Cl)cc1 (stereo unspecified)	2	7	2	9	8	-0.7	2	-7	1	-3
c1ccc(-c2nc(-c3ccc(-c4ccon4)s3)no2)cc1	1	1	-3	-3	-6	-0.2	4	1	-1	10
CC1=C(C(=O)Nc2cccc(C(=O)NC(C)C)c2)SCCO1	1	-3	-2	5	-4	-1.9	-3	-2	-2	4
CN(C)CCNC(=O)/C(=N\O)c1ccccn1	4	2	1	-5	9	-2.1	-1	2	27*	-1
COc1ccc(-n2nc3c(c2NC(=O)CBr)CSC3)cc1	-2	-6	7	-2	1	-0.6	-3	11	0	-2
c1ccc(OCCCN2CCCC2)cc1	1	9	2	5	0	-2.8	-3	0	2	-2
OCC1(CCCc2ccccc2)CCN(C2CCSCC2)CC1	2	-2	1	2	0	-1.1	-4	-8	-3	0
CSCCC(N=C1NS(=O)(=O)c2ccccc21)C(=O)NCCc1ccccc1 (stereo unspecified)	1	2	-4	0	-4	-1.4	6	2	2	0
Cc1cc(C(=O)Nc2nc3c(C)cccc3s2)c(C)o1	0	0	3	-2	3	-1.4	1	0	1	1
CCOC(=O)N1CCN(C(=O)C2CCN(C(=O)c3cc(OC)cc(OC)c3)CC2)CC1	-4	3	2	4	4	0.4	1	-8	2	4
Oc1ccc(-c2nc3c4c(ncn3n2)-c2ccccc2CC42CCCC2)cc1	-2	0	0	-3	4	0.8	-1	2	-2	-1
O=C(OCC(=O)N1CCc2ccccc21)c1ccc([N+](=O)[O-])o1	16*	-4	28	2	3	-2.8	-1	3	5	1
Cc1nnnn1/C(=C\c1ccccc1)C(=O)OCC(=O)Nc1cccc(S(=O)(=O)N(C)C)c1	-8	-24	-3	-18	7	-0.5	13	11	3	-3
CC(C)n1nc(C(=O)Nc2ccccc2N2CCOCC2)c2ccccc2c1=O	-3	4	-1	4	-2	-2.9	-1	1	-2	-14
CCSc1nsc(NC(=O)Nc2ccccc2OC)n1	9	-22	-29	5	-3	-2.3	-2	10	0	3
CCc1nnc(NC(=O)CSc2nnc(-c3cccnc3)n2CC)s1	0	-1	2	0	-1	0.4	-1	1	1	-5
CCc1nc2c(sc3nc4c(cc32)COC(C)(C)C4)c(=O)n1Cc1ccco1	3	7	4	-5	1	1.0	11	6	-1	-5
O=C(CN1CCOCC1)Nc1ccc([N+](=O)[O-])cc1Br	-5	3	-4	-6	-2	0.2	-4	0	-2	-5
c1ccc(-c2nnc(CSc3ccc4c(c3)OCCO4)o2)cc1	-3	-1	-10	-7	4	0.9	8	-6	4	3
O=C(NCc1ccc(F)cc1)C1CCC(CNc2c(N3CCOCC3)c(=O)c2=O)CC1 (stereo unspecified)	-9	-4	2	1	1	0.0	5	-4	4	-1
O=C(c1cnn(C(=O)COc2ccccc2F)c1)c1cc(F)ccc1O	-4	3	0	6	2	-0.5	-3	2	-3	-2
O=C(O)c1ccc[n+](Cc2ccc([N+](=O)[O-])cc2)c1	-3	0	x	2	3	-0.8	7	24	1	-5
COc1ccc(NC(=O)c2cccs2)cc1O	0	8	0	-1	2	-3.5	1	1	-1	2
Cc1ccc(NC(=O)CSCC(=O)NC2CCCCC2)cc1	-2	6	1	-3	6	-1.2	0	9	6	-1
O=C(CCc1ccccc1-c1ccccc1CCNC(=O)c1ccc(F)c(F)c1)NCc1ccccc1	1	3	x	x	-5	x	-4	-1	-2	8
COc1ccc(C(=O)Nc2ccc(Cl)cn2)cc1Cl	1	-7	-13	-6	-5	-0.9	1	0	2	-3
CC(C)OCCCN1CN(S(=O)(=O)c2ccc(Cl)cc2)c2nc3ccccc3nc21	0	1	-1	2	1	1.7	1	6	-2	6
Cc1nc2cc(C(=O)O)ccc2s1	-1	-2	4	-2	2	2.4	21*	-2	-1	2
CC1(c2nnc(-c3ccccc3)o2)CC(c2cccc(Cl)c2)=NO1 (stereo unspecified)	1	-11	-28	5	3	0.0	1	0	-5	3
Cc1ccc(NS(=O)(=O)Cc2ccccc2)nc1	-4	-4	3	0	-3	1.2	-3	0	0	-5
COc1ccc(C(=O)/C=C/Nc2ccc([N+](=O)[O-])cc2C)cc1OC	0	-5	2	-1	-6	1.3	-2	1	-3	1
CCCCn1nnnc1C(c1cc2ccccc2o1)N1CCN(C/C=C/c2ccccc2)CC1 (stereo unspecified)	7	-2	x	6	-5	0.5	-6	2	0	13
COc1ccc(C(=O)Nc2cc(C(=O)c3ccccc3)c(C)oc2=O)cc1	6	-3	-7	6	1	-1.6	57*	8	0	-1
CCC/C(O)=C1\C(=O)CC(c2ccccc2)CC1=NCCc1c(C)[nH]c2ccccc12 (stereo unspecified)	2	-4	-2	-2	2	0.4	-6	2	-1	-2
CCCCNCC#CCOc1cc(C)ccc1C(C)C	0	10	15	5	0	-0.8	-5	-5	-2	-1
COC(=O)c1sc(N2CCN(c3ccc(Cl)cc3)CC2)nc1N	1	2	2	5	-5	-0.7	-1	-4	-3	1
COc1ccccc1C(CNC(=O)CN(C)S(=O)(=O)c1ccc(C)cc1)N1CCCC1 (stereo unspecified)	-2	4	-5	2	2	0.5	1	3	1	1
COc1ccc(C(=O)c2c3ccc([N+](=O)[O-])cc3[n+]([O-])n2CCCC(N)=O)cc1	2	8	0	5	-8	-0.8	4	12	-1	3
CC(=O)c1ccc(CCCC(=O)O)cc1	0	4	0	-2	4	2.1	-1	-1	1	3
O=S(=O)(Nc1ccc(F)cc1)c1cccc2nsnc12	-2	4	-10	-1	1	-0.8	-2	-2	-1	-3

Among those listed so far, 14 contain a halogen.
SMILES	LEDGF integ inh	mABHD4 FP	HTRA1 inh	TCR CD3 inh	MBD2 inh	PG9 binder	PRMT1 FP inh	rCAG RNA binder	UHRF1 binding	Rev-erbA mod
O=C(NNc1ccccc1Br)C(O)(c1cccc(C(F)(F)F)c1)c1cccc(C(F)(F)F)c1	6	-61	-29	2	2	-4.3	0	4	0	-2
O=C(Nc1ccc(Cl)c(S(=O)(=O)N2CCOCC2)c1)c1cc(-c2ccccn2)nc2ccccc12	-2	-2	-45	-4	-3	-2.6	5	4	1	0
CC1(C)CC(=O)C2=C(C1)N(Cc1ccco1)C(=O)NC2(C(F)(F)F)C(F)(F)F	-1	7	-5	0	2	-1.8	0	-4	-2	0
O=C1CCC(C(=O)N2CCCCCC2)CN1CCc1ccc(Cl)cc1 (stereo unspecified)	2	7	2	9	8	-0.7	2	-7	1	-3
COc1ccc(-n2nc3c(c2NC(=O)CBr)CSC3)cc1	-2	-6	7	-2	1	-0.6	-3	11	0	-2
O=C(CN1CCOCC1)Nc1ccc([N+](=O)[O-])cc1Br	-5	3	-4	-6	-2	0.2	-4	0	-2	-5
O=C(NCc1ccc(F)cc1)C1CCC(CNc2c(N3CCOCC3)c(=O)c2=O)CC1 (stereo unspecified)	-9	-4	2	1	1	0.0	5	-4	4	-1
O=C(c1cnn(C(=O)COc2ccccc2F)c1)c1cc(F)ccc1O	-4	3	0	6	2	-0.5	-3	2	-3	-2
O=C(CCc1ccccc1-c1ccccc1CCNC(=O)c1ccc(F)c(F)c1)NCc1ccccc1	1	3	x	x	-5	x	-4	-1	-2	8
COc1ccc(C(=O)Nc2ccc(Cl)cn2)cc1Cl	1	-7	-13	-6	-5	-0.9	1	0	2	-3
CC(C)OCCCN1CN(S(=O)(=O)c2ccc(Cl)cc2)c2nc3ccccc3nc21	0	1	-1	2	1	1.7	1	6	-2	6
CC1(c2nnc(-c3ccccc3)o2)CC(c2cccc(Cl)c2)=NO1 (stereo unspecified)	1	-11	-28	5	3	0.0	1	0	-5	3
COC(=O)c1sc(N2CCN(c3ccc(Cl)cc3)CC2)nc1N	1	2	2	5	-5	-0.7	-1	-4	-3	1
O=S(=O)(Nc1ccc(F)cc1)c1cccc2nsnc12	-2	4	-10	-1	1	-0.8	-2	-2	-1	-3
